# Screening results from PubChem BioAssay.
# Bim-Mcl-1: inhibitors of Bim peptide binding to Mcl-1, primary screen, biochemical, bead-based flow cytometry, multiplex. AID 1009, 2008. Bim peptide-Mcl-1 binding. inhibition, % at 10 µM. 190,000 tested, 0.1% active;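 further: 0% = no compound tracer wells and 100% = peptide blocker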
# Bcl-W Bim block: inhibitors of Bim binding to Bcl-W, primary screen, biochemical, multiplexed, bead-based flow cytometry | 190,000 tested, 0.02% active | AID 952, 2007 | Bcl-2-like protein 2 (Homo sapiens), Q92843 | Bim peptide-Bcl-W binding | inhibition, % at 10 µM;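 further: 0% = bound tracer without compound and 100% = peptide blocker; higher means less fluorescent Bim peptide bound to Bcl-W beads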
# RGS4-Gao reg: modulators of RGS4 binding to Galphao, primary screen, biochemical, multiplexed bead flow cytometry; Guanine nucleotide-binding protein G(o) subunit alpha (Homo sapiens), P09471; actives lie on both sides; binding response (% of control), % at 10 µM; 220,000 tested, 0.33% active; AID 1415, 2008; in the data active means binding response below about 49% or above about 150%; inactive means in between;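 further: fluorescent Galphao activated with aluminum fluoride binding bead-coupled RGS4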
# Bfl-1 Bim block: inhibitors of Bim binding to Bfl-1, primary screen, biochemical, multiplexed, bead-based flow cytometry. Bcl-2-related protein A1 (Homo sapiens), Q16548. inhibition, % at 10 µM. Bim-Bfl-1 binding inhibition. 190,000 tested, 0.12% active;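 further: 0% = wells without compound plus tracer and 100% = blocker peptide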
# Bim-Bcl-2: inhibitors of Bim-Bcl-2 binding, primary screen, biochemical, multiplexed, human Bcl-2 family; Apoptosis regulator Bcl-2 (Homo sapiens), P10415; Bead-based flow cytometry, Bim peptide-Bcl-2 binding; 190,000 tested, 0.06% active; inhibition, % at 10 µM; in the data active means inhibition above about 40%; inconclusive means no clear call, values can overlap the other calls;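 further: 0% = no compound wells with probe peptide and 100% = reference peptide inhibitor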
# ABCB1 block: ABCB1 efflux pump inhibitors, primary screen, cell-based, multiplex, flow cytometry, ABCG2 counter-screen. CCRF-Adr cells, JC-1 efflux. inhibition, % at 6.6 µM. 190,000 tested, 0.067% active. AID 1326, 2008; in the data active means inhibition above about 40%;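 further: 0% = vehicle and 100% = reference inhibitor; higher value means more JC-1 retained so stronger ABCB1 efflux block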
# Bim-Bcl-B: inhibitors of Bim-Bcl-B binding, primary screen, biochemical, multiplexed, human Bcl-2 family. Bcl-2-like protein 10 (Homo sapiens), Q9HD36. bead-based flow cytometry, Bim peptide-Bcl-B binding. inhibition, % at 10 µM. 190,000 tested, 0.073% active. AID 951, 2007;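 further: 0% = tracer peptide without compound and 100% = reference inhibitor peptide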
# RGS8-Gao reg: RGS8-Galphao binding modulators, primary screen, biochemical, multiplexed bead flow cytometry | 220,000 tested, 0.34% active | response (percent of control binding), % at 10 µM | AID 1423, 2008 | actives lie on both sides | Guanine nucleotide-binding protein G(o) subunit alpha (Homo sapiens), P09471; in the data active means response below about 60% or above about 140%; inactive means in between;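 further: Galphao activated as the GDP aluminium fluoride complex binding bead-coupled RGS8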
# Bcl-XL Bim block: inhibitors of Bim-Bcl-XL binding, primary screen, biochemical, multiplexed, bead flow cytometry, human Bcl-XL | Bcl-2-like protein 1 (Homo sapiens), Q07817 | AID 1007, 2008 | 190,000 tested, 0.04% active | inhibition, % at 10 µM | Bim peptide-Bcl-XL binding, fluorescence
# Target sequence (Q07817 whole entry, looked up): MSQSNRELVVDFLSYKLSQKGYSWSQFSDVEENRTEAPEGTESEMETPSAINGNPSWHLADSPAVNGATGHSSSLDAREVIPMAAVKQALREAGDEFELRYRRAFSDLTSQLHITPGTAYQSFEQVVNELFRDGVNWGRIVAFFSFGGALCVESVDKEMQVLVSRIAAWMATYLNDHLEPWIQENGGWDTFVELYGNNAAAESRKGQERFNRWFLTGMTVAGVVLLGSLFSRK
# ABCG2 block: ABCG2 efflux pump inhibitors, primary screen, multiplex with ABCB1, IgMXP3 cells, flow cytometry; JC-1 efflux; inhibition, % at 6.6 µM; Broad substrate specificity ATP-binding cassette transporter ABCG2 (Homo sapiens), Q9UNQ0; 190,000 tested, 0.1% active;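 active means inhibition above 80%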;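 further: 0% = DMSO and 100% = nicardipine control wells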
# Target sequence (Q9UNQ0 whole entry, looked up): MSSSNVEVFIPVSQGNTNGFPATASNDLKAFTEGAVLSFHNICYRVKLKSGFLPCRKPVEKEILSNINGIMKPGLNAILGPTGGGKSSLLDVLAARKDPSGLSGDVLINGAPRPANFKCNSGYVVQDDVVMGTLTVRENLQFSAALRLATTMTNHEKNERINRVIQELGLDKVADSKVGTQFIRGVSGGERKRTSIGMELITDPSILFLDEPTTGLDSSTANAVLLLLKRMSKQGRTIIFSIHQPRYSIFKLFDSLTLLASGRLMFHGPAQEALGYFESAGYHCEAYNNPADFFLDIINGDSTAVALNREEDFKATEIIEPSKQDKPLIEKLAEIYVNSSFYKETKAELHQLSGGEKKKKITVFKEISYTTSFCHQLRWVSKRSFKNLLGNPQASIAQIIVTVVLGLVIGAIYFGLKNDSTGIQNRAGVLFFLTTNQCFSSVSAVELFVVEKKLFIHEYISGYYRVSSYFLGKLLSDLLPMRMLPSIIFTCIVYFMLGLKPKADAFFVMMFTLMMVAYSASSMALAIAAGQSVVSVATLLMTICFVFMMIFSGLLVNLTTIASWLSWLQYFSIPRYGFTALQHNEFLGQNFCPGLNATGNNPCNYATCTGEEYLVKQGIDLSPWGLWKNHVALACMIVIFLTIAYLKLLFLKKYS
#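 Test system: IgMXP3 cells (ABCG2) mixed with DDAO far-red-labelled CCRF-Adr cells (ABCB1). Reagent: JC-1 transporter substrate. Compound dosing: single test compound dose, 6.6 µM final. Times: 10 min compound exposure, 25 °C. Detection: flow cytometry of retained JC-1 fluorescence. Read-out basis: efflux inhibition in percent versus controls. Controls: nicardipine and DMSO wells.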
# RGS7-Gao: RGS7-Galphao binding modulators, primary screen, biochemical, multiplexed bead flow cytometry; actives lie on both sides; 220,000 tested, 0.35% active; AID 1439, 2008; binding response (% of control), % at 10 µM; in the data active means binding response below about 49% or above about 150%; inconclusive means no clear call, values can overlap the other calls; inactive means in between;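 further: fluorescent Galphao held in activated GDP-AlF4 state binding bead-coupled RGS7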
# Starred values were filed as active, the others as inactive; u = inconclusive; x = no result given; & = joins results of further samples; [ ] = remark or other dose. Unless noted, no stated cut-off is given here; in the data, active means inhibition above about 40%.
SMILES,Bim-Mcl-1,Bcl-W Bim block,RGS4-Gao reg,Bfl-1 Bim block,Bim-Bcl-2,ABCB1 block,Bim-Bcl-B,RGS8-Gao reg,Bcl-XL Bim block,ABCG2 block,RGS7-Gao
Cc1cc(C)cc(OCC(=O)NCc2cc(C)nc3ccccc23)c1,-7,-2,100,5,2,1.9,0,100,-1,20,u
O=C1COc2cccnc2N1,0,0,102&101,-8,-5,-0.1,-2,102&102,-2,-1,u
CS(=O)(=O)c1ccc(-c2nnn(CC(N)=O)n2)cc1,-2,-1,95,-2,-3,0.6,1,88,0,3,96
CCOc1ccccc1C(=O)Nc1ccc(-n2nncc2C(C)(C)C)cc1,-4,-4,102,-4,-4,3.0,-4,103,-3,5,102
CCCn1c(C)cc(C(=O)CSc2nc3ccccc3c(=O)n2Cc2ccco2)c1C,-3,-1,95,0,3,8.0,-3,96,-3,22,94
Cc1cc(NC(=O)CCCC(=O)N(c2ccccc2)C(C(=O)NC2CCCCC2)c2cccs2)no1 (stereo not drawn),-2,-2,108,0,0,0.5,-7,105,-2,1,104
O=C(Nc1cc([N+](=O)[O-])ccc1Cl)C(Sc1ccccc1)c1ccccc1 (stereo not drawn),-9,-1,102,3,1,2.0,-2,125,-2,26,104
Cc1c2c([n+]3n1CCC3)CC(C)(C)CC2=O,0,0,103,-16,-5,-1.7,-4,104,0,-17,99
COc1ccc(Cc2n[nH]c(=S)n2N)cc1OC,-9,0,100,13,-4,-0.8,-40,95,-9,-2,108
CC(SCC(=O)Nc1ccc(S(=O)(=O)N2CCCCC2)cc1)C(=O)O (stereo not drawn),0,-3,90,-2,-2,0.2,-2,95,-3,0,92
CCOc1ccc(N(Cc2nnc3n2CCCCC3)C(=O)Nc2cccc(C)c2)cc1,-5,-5,96,-8,-8,0.4,-11,97,-8,-2,u
O=C(Nc1ccc(C(=O)O)cc1)/C(=C\C=C\c1ccccc1)NC(=O)c1ccc(Br)cc1,-1,-5,103,4,-1,-0.7,2,101,-3,-3,99
O=c1/c(=C\c2cccn2-c2ccccc2)sc2nc3ccccc3n12,5,8,92,-5,3,-0.1,6,98,-2,-1,89
O=C(COC(=O)C1=COCCO1)Nc1ccc2c(c1)OCO2,0,-3,103,0,1,-0.1,-1,102,0,0,96
Cc1ccc(N2C(=O)C3C4C=CC(CNC(=S)N5CCN(c6ccccn6)CC5)(O4)C3C2=O)cc1 (stereo not drawn),-2,-5,94,-3,-2,0.9,-3,96,-6,16,98
COc1cc(C(=O)NCC(=O)N/N=C(/C)c2ccc3c(c2)CCCC3)cc(OC)c1OC,1,4,99,-3,1,0.3,0,97,-3,17,98
CC(=O)c1nc2ccccc2n1S(=O)(=O)c1ccc(C)cc1,4,4,101,2,2,-0.3,0,104,3,0,103
Cc1cccc(NC(=O)c2ccc(C(=O)c3ccccc3)o2)c1,2,4,102,-5,0,0.3,-1,102,2,23,101
CCOC(=O)N1CCN(C(=O)CSc2nnc(Cc3cccn3C)n2CCc2ccccc2)CC1,2,0,102,-13,-3,0.8,-5,99,-2,2,99
Cc1ccccc1CSCC(=O)Nc1c(C)n(C)n(-c2ccccc2)c1=O,-3,1,103,-4,-3,0.0,0,114,-1,10,108
Cc1ccc(CON=C2CCN(c3ncc(C(F)(F)F)cc3Cl)CC2)cc1,-6,-2,106,-16,-8,0.4,-11,103,-4,3,106
CC(C)(C)c1cc(NC(=O)c2ccc(OC3CCCC3)cc2)no1,0,0,95,2,4,0.2,-1,98,-2,6,97
Cc1ccc(C(C(=O)NCc2ccccc2)N(Cc2cccs2)C(=O)c2ccc3c(c2)OCCO3)cc1 (stereo not drawn),-3,-6,94,-14,-7,5.0,-12,97,-10,18,95
O=C(Nc1ccc2nc(SCc3ccc(Cl)cc3)sc2c1)c1ccccc1C(=O)N1CCOCC1,-6,-3,95,-3,-6,1.7,-6,99,-1,1,94
CC1CCCN(C(=O)Cn2c(-c3nonc3N)nc3ccccc32)C1 (stereo not drawn),-6,-1,98,-18,-10,0.8,-11,99,-8,25,94
Cc1cccc(/C=N/NC(=O)CN2CCCCCCC2)c1,-4,-4,103,-3,-7,1.0,-7,99,-7,5,99
O=S(=O)(Nc1nccs1)c1ccc(Br)cc1,0,-1,102,-4,-2,0.3,-1,102,-4,0,106
CN1C(=O)/C(=C\C(=O)c2cccs2)c2ccccc21,0,0,98,-1,3,0.3,-2,99,-1,5,u
CCOC(=O)c1sc(NC(C)=O)nc1C,2,3,100,-4,-5,0.2,-2,100,-1,1,101
O=C(COC(=O)CCC(=O)c1ccc(Cl)cc1)NC1CC1,-1,0,96,2,3,1.4,0,93,-1,7,98
Cc1ccc(OC(=O)CCC(=O)Nc2ccc(Br)cc2)cc1,0,-2,104,0,0,x,-3,104,-2,-1,101
CCOC(=O)c1ccc(S(=O)(=O)NNC(=O)COc2cccc(C)c2)cc1,0,-1,111,-1,0,0.5,-1,111,-4,2,112
Cn1c(=O)c2c(nc(N3CCOCC3)n2C)n(C)c1=O,-1,0,101,-13,-11,0.2,-9,101,-8,4,102
Cn1ccc(C(=O)Nc2ccc(Br)cc2Br)n1,-2,-3,98,-2,-3,1.0,-4,99,-5,25,101
COc1cc(/C=N/O)c(Br)cc1OCC(=O)Nc1ccccc1C,0,0,99,0,1,-0.4,-4,102,-2,-2,103
COc1ccccc1-c1nc(NC(C)=O)n[nH]1,-2,4,99,-19,-11,0.3,-8,97,-6,-2,97
CCNc1nc(NC(C)C)nc(N(C#N)CCOc2ccccc2)n1,0,2,98,-9,-5,1.2,-2,104,-1,6,103
N#Cc1c(-c2ccco2)nc(NCC2CCCO2)[nH]c1=O (stereo not drawn),-2,-4,98,1,0,0.8,1,101,-4,5,102
CCN(CC)c1ccc(NC(=O)Nc2cccc(C(C)=O)c2)cc1,0,13,-7.5*,17,5,0.5,-6,5.3*,-7,15,-3.4*
O=c1cc(C(Cl)(Cl)Cl)oc2c1ccc1ccccc12,0,2,98,-9,-5,-1.5,-5,95,-4,-7,102
NC(=O)c1ccc(NC(=O)COC(=O)CCc2ccc(S(=O)(=O)N3CCCCC3)cc2)cc1,-5,-3,97,0,0,0.2,-5,100,-5,2,100
O=C(O)C1CCCN(S(=O)(=O)c2cccc3cccnc23)C1 (stereo not drawn),4,1,92,-7,0,0.2,-2,94,0,1,90
O=C(Nc1cccnc1)c1noc2c1CCCC2,-1,0,99,1,0,0.7,-3,95,-1,6,103
CC1CCC(C(C)C)C(OC(=O)Cn2c(-c3ccc(Br)cc3)[n+](C)c3ccccc32)C1 (stereo not drawn),1&0,-1&0,102&102,-5&7,1&5,-0.7&0.3,-4&1,101&99,0&0,-3&3,u
CC1(C)COC(c2cc([N+](=O)[O-])ccc2Cl)=N1,-3,-4,105,-2,-3,0.2,-3,101,-1,2,102
O=C(COC(=O)CCCN1C(=O)c2ccccc2C1=O)Nc1cc(Cl)cc(Cl)c1,-1,0,88,0,0,0.2,-4,92,-2,8,96
CC(=O)Oc1ccc(C)cc1N1C(=O)c2ccc(C(=O)O)cc2C1=O,-7,-7,100,-25,-9,1.4,-12,102,-8,18,102
C#CCN1C(=O)C(O)(CC(=O)c2ccc3c(c2)OCCO3)c2ccccc21 (stereo not drawn),0,3,103,-5,-4,0.5,-8,101,-3,1,97
CCC(C)N1CCN(S(=O)(=O)c2ccc(NC(C)=O)cc2)CC1 (stereo not drawn),1,-1,103,0,3,0.0,2,107,-1,0,103
O=C(COC(=O)C12CC3CC(CC(C3)C1)C2)Nc1ncc(Cl)cc1Cl,2,0,92,-9,0,0.0,-4,96,0,0,92
O=C(c1ccccc1)c1ccccc1C(=O)N1CCN(C(=O)c2ccccc2)CC1,-2,0,90,-6,-1,0.6,-2,94,0,1,u
COc1ccc2c(C)cc(SCc3c(C)noc3C)nc2c1,-2,-4,114,-9,5,0.1,-1,154*[activator],0,2,117
CC1(CCc2ccccc2)NC(=S)N(c2ccccc2)N1 (stereo not drawn),-1,-1,105,0,4,0.5,-5,101,0,11,107
COc1ccc(NC(=O)CCC(=O)OCC(=O)c2ccc(Oc3ccc([N+](=O)[O-])cc3)cc2)cc1,-3,-6,95,-13,-4,0.3,-10,100,-6,1,96
O=C(Nc1ccc(Cl)cc1)c1csc(Cc2ccccc2)n1,-3,-4,102,-7,-5,0.4,-6,102,-4,0,101
CCC(C)Oc1cccc(OCCCCN2C(=O)NC(C)(C)C2=O)c1 (stereo not drawn),-2,-1,102,-10,-12,1.5,-9,100,-7,6,105
COc1cccc(NC2SC(=O)N(c3ccccc3)C2=O)c1 (stereo not drawn),-2,-7,102,-6,-5,0.2,-11,103,-7,1,102
COC(=O)C1=C(C)Nc2nc(SCc3ccccc3)[nH]c(=O)c2C1c1cccs1 (stereo not drawn),-1,1,103,0,2,1.4,-4,104,-4,11,99
Cc1cc(C)c2c(CC(=O)Nc3ccc(Cl)cn3)coc2c1,-4,-3,102,-19,-11,0.8,-10,102,-5,5,99
COC(=O)c1ccccc1NC(=O)CSc1nnnn1C1CCCCC1,-4,-2,99,-1,-2,0.2,0,99,-3,0,98
CCOc1cc(C(c2c(C)[nH][nH]c2=O)c2c(C)[nH][nH]c2=O)ccc1O,-11,-6,101,-15,-11,0.7,-8,100,-7,9,99
COc1ccccc1C(=O)C1CCCN(C(=O)c2cccc(-n3cccn3)c2)C1 (stereo not drawn),0,-1,102,0,0,0.7,-1,100,-1,1,98

# Quoted at random: 3 records from the list, in no set order.
SMILES,Bim-Mcl-1,Bcl-W Bim block,RGS4-Gao reg,Bfl-1 Bim block,Bim-Bcl-2,ABCB1 block,Bim-Bcl-B,RGS8-Gao reg,Bcl-XL Bim block,ABCG2 block,RGS7-Gao
Cc1cccc(/C=N/NC(=O)CN2CCCCCCC2)c1,-4,-4,103,-3,-7,1.0,-7,99,-7,5,99
CCNc1nc(NC(C)C)nc(N(C#N)CCOc2ccccc2)n1,0,2,98,-9,-5,1.2,-2,104,-1,6,103
COc1ccccc1-c1nc(NC(C)=O)n[nH]1,-2,4,99,-19,-11,0.3,-8,97,-6,-2,97
